Cav32 inh: blocks human Cav3.2 T-type calcium channel; O95180; Cav3.2-expressing cells, Fluo-4 calcium fluorescence FDSS; active compounds read low; B-score at 10 µM; 100,000 tested, 4% active;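 active means single-dose well whose peak fluorescence ratio is a statistical outlier from its plate by either plate-standardised score or position-corrected B-score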
Numbers without * were called inactive.

SMILES	Cav32 inh
Brc1ccc(-c2nnc3sc(CNC4CCCC4)cn23)cc1	0.945
O=S1(=O)c2ccccc2N=NN1Cc1cc(Cl)cc(Cl)c1	-1.02
O=C(CSc1nc2c(c(=O)n1-c1ccc(F)cc1)SCC2)N1CCCC1	0.663
COc1ccc(-c2ccc(OC)cc2)cc1	-0.262
O=C(c1nsc(Cl)c1Cl)N1CCCCC1	0.959
C/C(=N\NC(=S)NCCc1ccccc1)c1ccc(C#N)cc1	-0.741
Cc1nc(Sc2ccccc2)c(C#N)cc1-c1ccccc1	-0.928
CC(C)Oc1ccc(C(=O)Nc2ccc(N3CCCC3)cc2)cc1	0.561
CC(Oc1ccc(NC(=O)c2ccco2)cc1)C(=O)N1c2ccccc2CC1C (stereo not given)	-1.78
O=C(COc1ccc(S(=O)(=O)NCCc2ccccc2)cc1)N1CCCC1	0.226
Cc1cccc(C)c1Nc1nc2ccccc2o1	-0.719
Cc1noc(C)c1C(=O)OCC(=O)NCCc1ccc(Cl)cc1	-1.82
Cc1cc2c(ncn2C(C)C)c(N)c1C	0.000762
Cc1ccc(S(=O)(=O)N2CCCC2c2nc3ccccc3s2)cc1 (stereo not given)	-0.612
CCN(CC)CCNC(=O)c1cn(CC)c2ccc(S(=O)(=O)N(C)C)cc2c1=O	-0.284
CC1Cc2ccccc2N1C(=O)CSc1nnnn1C (stereo not given)	0.036
O=C(Nc1c2ccccc2nc2ccccc12)C(Cl)(Cl)Cl	0.256
Cn1c(=O)cc(SCC(=O)NCc2cccnc2)c2ccccc21	-0.367
COc1cccc(CNC(=O)c2cc3ccccn3n2)c1	0.81
Cc1cc(C)n2nc(S(=O)(=O)N(C)Cc3ccccc3)nc2n1	0.151
CSc1ccc(S(=O)(=O)NC2CCCCC2)cc1	-0.215
COc1ccc(N2C(=O)c3ccccc3NC23C(=O)N(C)c2ccccc23)cc1 (stereo not given)	0.749
COc1ccc2c(CN(C)c3ccccc3)cc(=O)oc2c1	-2.16
O=C(O)CC(=O)Nc1ccccc1C(=O)O	-1
CCC(C)(C(=O)NC1CCCC1)N(Cc1ccco1)C(=O)Cc1cccs1 (stereo not given)	-0.784
COc1ccc(CCNCc2ccc(OCc3ccc(Cl)nc3)c(OC)c2)cc1OC	0.278
Cc1ccc(/C=C/C(=O)C2C(=O)c3ccccc3C2=O)cc1	0.28
O=C(CC1CCCCC1)NCC1CCCO1 (stereo not given)	-0.347
Cc1cc(C(F)F)n2ncc(C(=O)NCCc3ccc(Cl)cc3)c2n1	-1.2
CC(C)CCNC(=O)C(C)N(Cc1ccc(F)cc1)C(=O)c1ccc(CN2CCCCC2)o1 (stereo not given)	-0.283
Cc1ccccc1C(=O)NC(=S)Nc1sc2c(c1C#N)CCC(C)C2 (stereo not given)	-0.656
COc1ccc(CC(=O)OC(C)CN2CCCC2)cc1 (stereo not given)	0.29
CCOC(=O)N1CCN(CC(=O)Nc2c(C(=O)OC)[nH]c3cc(C)ccc23)CC1	1.17
Cc1sc2ncnc(N[C@@H](CCC(=O)O)C(=O)O)c2c1C	1.11
Cc1ccc(C(=O)Nc2cccnc2)cc1S(=O)(=O)N1CCOCC1	0.788
COc1ccc(N2CCN(C(=O)Cc3ncc(C(F)(F)F)cc3Cl)CC2)cc1	-0.0353
Cc1ccc(NC(=O)CNc2cccc(C)c2C)c(C)c1	-2.19
CCCc1nc2c(=O)[nH]c3ccccc3c2o1	0.635
CCOC(=O)c1c(C)[nH]c(NC(=O)Nc2c(C)n(C)n(-c3ccccc3)c2=O)c1C	1.78
Cc1ccc(N2CC(C(=O)OCC(=O)C(C)(C)C)CC2=O)cc1 (stereo not given)	0.0119
Cc1cc(-c2nnc3sc(C4CCCCC4)nn23)n[nH]1	0.653
O=S1(=O)CCC(N=Cc2cc(Br)ccc2O)C1 (stereo not given)	-11.5*
CC(=O)O[C@H]1CC[C@H]2[C@@H]3CCc4cc(O)ccc4[C@H]3CC[C@]12C	1.29
COCCSc1ccccc1C(=O)Nc1cc(C)on1	1.15
O=C(CSc1nnc(CN2CCCCCC2=O)n1-c1ccccn1)NCC(F)(F)F	-0.0233
Oc1c(C(c2ccc(F)cc2)N2CCc3ccccc3C2)sc2ncnn12 (stereo not given)	0.131
CCOc1ccc(CCNC(=O)C2CCN(S(=O)(=O)CC)CC2)cc1OCC	-0.239
Cc1cc2cc(C(c3nnnn3Cc3ccco3)N3CCc4ccccc4C3)c(=O)[nH]c2cc1C (stereo not given)	0.339
O=c1[nH][nH]c(C(F)(F)F)c1C=Nc1ccccc1Cl	0.00579
C#CCNC(=O)C1=C[C@@H](c2ccccc2)C[C@@H](OCc2ccc(CO)cc2)O1	0.342
CCc1cc(=O)oc2cc(OCC(=O)N(CC)CC)c(Cl)cc12	0.586
CC(c1ccccc1)N1C(=O)c2ccc(C(=O)NCc3ccco3)cc2C1=O (stereo not given)	-3.9*
c1ccc(-n2cnnc2SCc2cn3cccnc3n2)cc1	0.0515
Cc1cc(C)c(N(C(=O)Cn2nnc3ccccc32)C(C(=O)NC(C)(C)C)c2ccsc2)c(C)c1 (stereo not given)	-1.08
NC(=O)COC(=O)c1ccc(S(=O)(=O)N2CCCCCC2)cc1	0.0433
CCOC(=O)N=S(N)(=O)c1ccc(Cl)cc1 (stereo not given)	-0.122
COc1ccc(CNC(=O)Nc2cccc(C)c2)cc1	0.175
O=C1N/C(=C/c2cccn2-c2ccc(F)cc2)C(=O)N1Cc1ccccc1	0.167
CC1(OC(=O)CCc2ccccc2)C(=O)C=C2C=C(c3ccc(C#N)cc3)N(Cc3ccco3)C=C2C1=O (stereo not given)	0.256
O=C(c1ccco1)N1C(=O)c2cccc3cccc1c23	-0.617

Part of the list above, with each value named:
CCOc1ccc(CCNC(=O)C2CCN(S(=O)(=O)CC)CC2)cc1OCC
  Cav32 inh = -0.239
Cc1cc2cc(C(c3nnnn3Cc3ccco3)N3CCc4ccccc4C3)c(=O)[nH]c2cc1C (stereo not given)
  Cav32 inh = 0.339
O=c1[nH][nH]c(C(F)(F)F)c1C=Nc1ccccc1Cl
  Cav32 inh = 0.00579
C#CCNC(=O)C1=C[C@@H](c2ccccc2)C[C@@H](OCc2ccc(CO)cc2)O1
  Cav32 inh = 0.342

Continued.
SMILES	Cav32 inh
CN(C(=O)C1CCCO1)c1nnc(-c2ccncc2)s1 (stereo not given)	1.05
Cc1ccc(NC(=O)CSc2nnc(-c3cccs3)n2Cc2ccco2)cc1	-1.36
O=C(Nc1nnc(-c2ccco2)s1)C1CCCCC1	-0.398
CCN(CC)CCCNC(=O)CC1Oc2ccc(C)cc2NC1=O (stereo not given)	-0.0587
CCOc1ccccc1C1C(C(=O)Nc2ccccc2OC)=C(C)Nc2nc(CCCO)nn21 (stereo not given)	0.494
CC(C)(C)OC(=O)N[C@@H](Cc1ccccc1)[C@H](O)c1ccco1	0.00432
Cn1cccc1Cc1nnc(SCC(=O)NCc2ccc(F)cc2)n1-c1ccc(F)cc1	-4.1
Cc1ccc(CNC(=O)C2CC3Cn4c(nc5cc(C)c(C)cc54)C3N2C)o1 (stereo not given)	-0.224
CCN(Cc1ccccc1)C(=O)COC(=O)c1n[nH]c2ccccc12	-2.76
COc1ccc(C2N(S(=O)(=O)c3ccccc3)CCN2S(=O)(=O)c2ccc(C)cc2)cc1 (stereo not given)	-2.32
CCN(CC(=O)O)S(=O)(=O)c1cc(Cl)ccc1Cl	0.725
O=C(COc1ncnc2c(Cl)cc(Cl)cc12)NC1CCCCCC1	-1.24
COc1ccc(NC2CC(=O)NC2=O)cc1 (stereo not given)	0.196
COc1cccc(=O)c2c(C)n(C)c(C)c12	-0.0563
COc1ccc(NC(=S)Nc2ccc(N)c([N+](=O)[O-])c2)cc1	-1.23
CCOc1ccc(NC(=O)[C@@H](NC(=O)c2ccccc2Br)C(C)C)cc1	-0.0147
CC(=O)C[C@H]1c2cc(C(F)(F)F)ccc2S(=O)(=O)N1c1ccc(N(C)C)cc1	0.745
CC(=C/c1ccccc1)/C=N/NC(=O)c1cnccn1	0.293
O=C(CSc1nnc(-c2ccco2)n1-c1ccccc1)NCc1ccco1	0.741
NC(=O)C1CCN(C(c2ccccc2Cl)c2nnnn2Cc2ccc3c(c2)OCO3)CC1 (stereo not given)	0.874
CCOC(=O)c1c(C)c(C(=O)NCc2cccs2)c(C)n1C	1.6
COc1ccc2c(c1)C(C1C(=O)CCCC1=O)c1ccccc1O2 (stereo not given)	1.08
O=C(CSc1cn(CCNC(=O)c2ccccc2)c2ccccc12)NCc1ccco1	-1.16
Clc1ccc(NC2=NCCCCC2)cc1	0.477
Cn1c(=O)c(=O)n(C)c2cc(S(=O)(=O)N3CCc4ccccc43)ccc21	-0.199
CC1CCN(C(=O)CSc2nnc(Cc3cccn3C)n2CCc2ccccc2)CC1	-1.69
CC1CN(c2nc(-c3ccccc3)nc3ccccc23)CC(C)O1 (stereo not given)	0.205
COc1ccc(-c2csc(NC(=O)c3nc(-c4ccccc4)oc3C)n2)cc1	-0.272
O=C(Nn1c(Cc2cccs2)nc2ccccc2c1=O)c1cccs1	0.174
CCCn1c(Nc2ccc(Cl)cc2)nc2ccccc21	0.463
COc1ccc(N2CC(C)Cn3c2nc2c3c(=O)n(Cc3ccccc3F)c(=O)n2C)c(OC)c1 (stereo not given)	-2.74
CNC(=O)CN(C)S(=O)(=O)c1ccc(F)cc1	0.576
COc1cc(C(=O)Nc2nnc(-c3sccc3C)s2)cc(OC)c1OC	-1.51
CCCCN(CC)CCNC(=O)CN(C)S(=O)(=O)c1ccc2c(c1)c(=O)n(C)c(=O)n2C	0.163
CCOCCCNC(=O)N[C@@H](C)C(=O)OC	0.303
COC(=O)c1ccc(NC(=O)c2ccccc2N(C)S(C)(=O)=O)cc1	0.487
C=CCn1c(SCc2ccc(C#N)cc2)nnc1-c1cccc(OC)c1	-0.0425
CCCCC(NC(=O)c1ccc(Cl)cc1)C(=O)O (stereo not given)	-0.0385
O=C(COC(=O)c1ccccc1C(=O)N1CCN(c2ccc(F)cc2)CC1)NCc1ccccc1	-1.01
CC1(C)CCC23CC[C@]4(C)C(OC2=O)(C3C1)[C@H]1O[C@H]1C1[C@@]2(C)CC[C@@H](O)C(C)(C)C2CC[C@]14C (stereo not given in full)	-1.66
Cc1ccc(C2c3c(oc4ccccc4c3=O)C(=O)N2c2nnc(C(C)C)s2)o1 (stereo not given)	0.0472
CCCCN1CC[C@H]2C=CC[C@@H](C(=O)Nc3ccccc3)[C@H]2C1=O	1.59
CCOC(=O)N1CCC(Nc2nc3ccccc3nc2NS(=O)(=O)c2ccc(Cl)cc2)CC1	-3.02
COc1ccc(NS(=O)(=O)c2ccc3oc4ccccc4c3c2)cn1	-4.06
NC(=O)CSc1nnc(-c2ccco2)n1N	0.0152
C=CCOC(=O)c1ccc(-n2cncn2)nc1	-0.0521
COc1ccccc1OCC(=O)Nc1ccc(S(=O)(=O)Nc2nc(C)cc(C)n2)cc1	0.706
CCCS(=O)(=O)N1CCN(C(=O)c2ccccc2F)CC1	0.434
c1ccc2c(c1)NC(c1ccncc1)n1c-2nc2ccccc21 (stereo not given)	0.239
CC(=O)c1cc2c(cc1NC(=O)CCn1cccc1)OCO2	-0.0604
COc1cc(SC)ccc1C(=O)Nc1ccc2c(c1)CCN2S(C)(=O)=O	1.37
O=C(Cc1c[nH]c2ccccc12)Nc1nccs1	-2.41
O=C(NC1CCCCC1)C(c1cccs1)N(CC1CCCO1)C(=O)c1csnn1 (stereo not given)	0.923
COc1ccc2nc(C)[nH]c(=O)c2c1	0.507
Nc1nc(SCC(=O)Nc2ccccc2-c2ccccc2)n[nH]1	0.598
O=C(Nc1nc2c(s1)CCCC2)c1ccc(Br)s1	-0.614
COc1ccc(-n2cnnc2SCc2csc(-c3ccccc3)n2)cc1	-0.672
CCn1c(O)c(N=NC2=NC(=O)CS2)c2ccccc21	-0.0193
COc1ccc(-c2cc(C(=O)N3CCCc4ccccc43)no2)cc1OC	-2.38
Cc1ccc(Cn2cccc(NC(=O)c3ccco3)c2=O)cc1	-0.653

Random excerpt: 5 entries already listed
SMILES	Cav32 inh
CCn1c(O)c(N=NC2=NC(=O)CS2)c2ccccc21	-0.0193
COc1cc(SC)ccc1C(=O)Nc1ccc2c(c1)CCN2S(C)(=O)=O	1.37
COc1ccc(-c2cc(C(=O)N3CCCc4ccccc43)no2)cc1OC	-2.38
Cc1ccc(C2c3c(oc4ccccc4c3=O)C(=O)N2c2nnc(C(C)C)s2)o1 (stereo not given)	0.0472
Nc1nc(SCC(=O)Nc2ccccc2-c2ccccc2)n[nH]1	0.598

Individual results from the results shown:
Under Cav32 inh, COc1ccccc1OCC(=O)Nc1ccc(S(=O)(=O)Nc2nc(C)cc(C)n2)cc1 has 0.706
Under Cav32 inh, COc1ccc(NS(=O)(=O)c2ccc3oc4ccccc4c3c2)cn1 has -4.06

(listing goes on)
SMILES	Cav32 inh
COc1ccc(-n2c(C)nn(C)c2=O)cc1	0.166
CCN(CC)CCNC(=O)c1c(O)c2cccc3c2n(c1=O)CCC3	0.331
CC(C)Cn1c(C(C)C)nc([N+](=O)[O-])c1S(=O)(=O)c1ccc(F)cc1	-3.18
CSc1nc(C)cc(SCC(=O)Nc2ccc(Cl)cc2Cl)n1	-1.68
CCSc1nnc(NC(=O)CC)s1	0.434
Cc1ccc(NC(=O)CSc2nnc(-c3ccncc3)n2N)cc1C	1.01
COc1ccc(C(=O)N2CCC(C(=O)Nc3ccc(OC)c(OC)c3)CC2)cc1	1.32
COc1ccc(NC(=O)c2c(C(F)(F)F)nn(C)c2SCc2ccccc2Cl)cc1	0.0371
O=C(NCCOc1ccccc1)c1n[nH]c(=O)c2ccccc12	0.468
O=C(CSc1nnc2ccccn12)c1ccccc1	0.298
O=C(N/N=C/c1cc2c(cc1[N+](=O)[O-])OCO2)c1ccccn1	-0.00972
N#Cc1c(-c2ccccc2)nc(N2CCCCCC2)[nH]c1=O	-0.639
CCn1c(COc2ccc(C)cc2)nnc1SCc1nc2ccccc2[nH]1	-0.734
COc1ccc(C(=O)Nc2nc(C)c(C)s2)cc1OC	-0.2
CCCn1c(N)c(C(=O)CSc2nnc(Cc3ccccc3)o2)c(=O)n(C)c1=O	-7.83*

Not all compounds are listed; rates above refer to the full screens.
